CHT allo act: allosterically activates the human high affinity choline transporter | Q9GZV3 | CHT-expressing cells, membrane potential dye, choline EC20; stronger effect = higher value; LV-AA mutant CHT in HEK293 cells | B-score at 10 µM | 310,000 compounds, 0.49% hits | AID 488977;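 active means initial fluorescence not abnormally high and integrated response B-score, plate-corrected, over 3 SD above library mean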
Target sequence (Q9GZV3 whole entry, looked up): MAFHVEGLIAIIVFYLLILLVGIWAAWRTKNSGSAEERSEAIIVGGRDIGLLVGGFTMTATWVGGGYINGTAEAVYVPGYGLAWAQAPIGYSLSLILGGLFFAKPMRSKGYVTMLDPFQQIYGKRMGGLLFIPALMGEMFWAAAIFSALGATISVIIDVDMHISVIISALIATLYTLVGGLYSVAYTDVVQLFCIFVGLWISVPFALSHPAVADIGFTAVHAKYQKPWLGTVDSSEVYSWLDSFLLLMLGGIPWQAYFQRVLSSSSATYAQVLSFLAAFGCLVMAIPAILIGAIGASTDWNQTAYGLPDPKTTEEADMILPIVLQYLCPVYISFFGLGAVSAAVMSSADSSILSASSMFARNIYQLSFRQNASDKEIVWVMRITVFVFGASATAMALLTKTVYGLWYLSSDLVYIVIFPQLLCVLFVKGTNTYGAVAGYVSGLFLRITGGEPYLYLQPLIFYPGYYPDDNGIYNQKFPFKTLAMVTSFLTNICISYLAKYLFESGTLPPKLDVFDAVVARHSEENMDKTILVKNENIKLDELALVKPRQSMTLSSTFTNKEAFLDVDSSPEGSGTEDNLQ
CHT block: inhibits the human high affinity choline transporter; AID 488975; B-score at 10 µM; Q9GZV3; 310,000 compounds, 0.86% hits; CHT-expressing cells, membrane potential dye, choline response; stronger effect = lower value;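 active means B-score over 3 SD under the library average, and starting fluorescence ratio not unusually high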;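 further: choline stimulus applied at its EC90 after an EC20 pre-addition; B-score computed on integrated fluorescence ratio after choline addition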
STK33 inh: blocks human STK33 kinase activity; AID 2661; 320,000 compounds, 0.073% hits; purified STK33, MBP phosphorylation, ADP-Glo luminescence; inhibition, % at 10 µM;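 active means inhibition at or above 25%, using the most active replicate where run in duplicate; inactive means inhibition below 25%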
Target sequence (Q9BYT3 whole entry, looked up): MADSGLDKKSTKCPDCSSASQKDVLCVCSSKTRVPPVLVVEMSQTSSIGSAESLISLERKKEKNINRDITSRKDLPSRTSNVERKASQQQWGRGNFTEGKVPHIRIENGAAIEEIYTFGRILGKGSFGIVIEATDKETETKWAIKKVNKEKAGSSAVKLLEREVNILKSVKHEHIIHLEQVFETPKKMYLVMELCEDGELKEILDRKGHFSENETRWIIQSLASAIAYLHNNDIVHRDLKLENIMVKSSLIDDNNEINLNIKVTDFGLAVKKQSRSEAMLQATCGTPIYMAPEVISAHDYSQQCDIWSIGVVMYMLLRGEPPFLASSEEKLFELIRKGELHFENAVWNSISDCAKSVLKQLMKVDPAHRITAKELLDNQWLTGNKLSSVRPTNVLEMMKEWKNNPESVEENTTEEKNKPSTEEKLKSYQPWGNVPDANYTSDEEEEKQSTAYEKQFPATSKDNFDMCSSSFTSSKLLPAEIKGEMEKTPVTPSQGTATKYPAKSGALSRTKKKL
* = called active by the depositor; i = inactive; nt = no result given.

Value order – CHT allo act	CHT block	STK33 inh
CCc1ccc2[nH]c(=O)c(CN(CCN3CCOCC3)C(=O)Nc3ccccc3F)cc2c1
  i	i	-0.4
CCCC(=O)C1=C(O)C(C(=O)OC)C(C)(C)CC1=Nc1cccc2ccccc12 (stereo not given)
  i	i	-0.1
C[N+](C)(C)CC(O)CC(=O)O (stereo not given)
  i	i	-2.1
CC(=O)Nc1sc2c(c1C#N)CC(C)(C)NC2(C)C
  i	i	-1.1
CCOC(=O)c1c(C)[nH]c(C)c1S(=O)(=O)NCCCc1ccco1
  i	i	-0.3
CCCc1cc(=O)[nH]c(SCC(=O)N(CC(C)C)C2CCS(=O)(=O)C2)n1 (stereo not given)
  i	i	-2.3
Cc1cccc(N2CCN(C(=O)Cc3ccc(Br)cc3)CC2)c1C
  i	i	-0.6
COCCN(C(=O)Nc1ccccc1)c1ccccc1C
  i	i	1.1
Cc1cccc(N(C)c2cc(C)nc3nc(C)nn23)c1
  i	i	-1.2
O=S(=O)(NC1CCCCC1Nc1ccccc1)c1ccccc1 (stereo not given)
  i	i	-1.1
Cc1cc(C)cc(NC(=O)CSc2nnc(CN3CCOCC3)n2C)c1
  i	i	0.0
COc1ccccc1NC(=S)NCc1ccc(S(N)(=O)=O)cc1
  i	i	-2.9
N#Cc1c(C(F)(F)F)cc(-c2cccs2)nc1SC(C(=O)O)c1ccccc1 (stereo not given)
  i	i	0.3
CCCCc1nnc(NC(=O)CSc2nc(=O)cc(N)n2-c2cccc(C)c2)s1
  i	i	0.4
O=[N+]([O-])c1ccc(Sc2nnnn2-c2ccccc2)c(Cl)c1
  i	i	2.1
CCCn1nc(C(=O)Nc2nc3ccccc3[nH]2)c2ccccc2c1=O
  i	i	5.3
c1ccc(-c2cc3c(N4CCN(c5ncccn5)CC4)ncnc3s2)cc1
  i	i	0.7
COC(=O)C1CN(C(=O)C(C)Oc2ccc(F)cc2)c2ccccc2O1 (stereo not given)
  i	i	0.0
O=C(NCc1ccccn1)[C@@H]1C[C@H]1[C@@H](NP(=O)(c1ccccc1)c1ccccc1)c1ccccc1
  i	i	-0.3
Cc1cc2cc(CN(C(=O)C3CC3)C3CCCC3)c3nnnn3c2cc1C
  i	i	-0.9

Additional structures:
Value order – CHT allo act	CHT block	STK33 inh
Cc1ccc(NS(=O)(=O)c2ccc(NS(=O)(=O)c3cccs3)cc2)cc1
  i	i	0.3
CC(=O)OCN(C#N)c1nc(N(C)C)nc(N(C)C)n1
  i	i	nt
O=S(=O)(N/N=C/c1ccc2c(c1)OCCO2)c1ccc(Cl)cc1
  i	i	-0.9
Cc1ccc(-n2nnc(-c3cccnc3Cl)n2)cc1
  i	i	0.7
COc1cc(C(C#N)N2CCCCC2)ccc1O (stereo not given)
  i	i	-1.3
O=C(CN1C(=O)NC2NC(=O)NC21)NN=C1CCCC1 (stereo not given)
  i	-20.2*	0.3
Cc1ccccc1OCC(=O)Nc1ccccc1CO
  i	i	-0.6
CCc1sc(C(=O)NC(C)C2CCCO2)cc1Br (stereo not given)
  i	i	-0.4
O=C(Cc1ccccc1)Nc1ccc(NC(=O)c2ccco2)nc1
  i	i	-1.7
Cc1ccc(Oc2ncccc2C(=O)NCC(=O)O)cc1
  i	i	-0.7
CC(C)CN(C(=O)COC(=O)c1ccc(-c2ccccc2)cc1)C1CCS(=O)(=O)C1 (stereo not given)
  i	i	-1.5
CC1(C)c2ssc(=S)c2-c2ccccc2N1C(=O)c1ccco1
  i	i	nt
COC(=O)c1c(NC(=O)C2CCCCC2)sc2c1CCN(C(C)C)C2
  i	i	10.6
O=C(CSc1nc2ccccc2[nH]1)Nc1ccc(F)c(F)c1
  i	i	4.9
O=C(CCCNC(=O)c1ccc(Cl)cc1)Nc1ccccc1C(F)(F)F
  i	i	-0.3
COc1ccc(-c2nc3ccccc3c(=O)n2CCOc2ccccc2C)cc1
  i	i	-1.9
Cc1ccc(S(=O)(=O)NC(=O)c2ccc(-c3ccc(C)c4ccccc34)o2)cc1
  i	-5.01*	-1.2
CC1CCCCN1CC(O)COCc1ccc(Cl)cc1 (stereo not given)
  i	i	-0.3
Cc1cccnc1CCNC(=O)C1CCC(=O)N(Cc2cccc(F)c2)C1 (stereo not given)
  i	i	0.1
CC(C)(C)C(=O)c1cnc(Nc2ccccc2Cl)s1
  i	i	6.4

Overlap with the part before: 6 entries, then new ones.
Value order – CHT allo act	CHT block	STK33 inh
O=C(CCCNC(=O)c1ccc(Cl)cc1)Nc1ccccc1C(F)(F)F
  i	i	-0.3
COc1ccc(-c2nc3ccccc3c(=O)n2CCOc2ccccc2C)cc1
  i	i	-1.9
Cc1ccc(S(=O)(=O)NC(=O)c2ccc(-c3ccc(C)c4ccccc34)o2)cc1
  i	-5.01*	-1.2
CC1CCCCN1CC(O)COCc1ccc(Cl)cc1 (stereo not given)
  i	i	-0.3
Cc1cccnc1CCNC(=O)C1CCC(=O)N(Cc2cccc(F)c2)C1 (stereo not given)
  i	i	0.1
CC(C)(C)C(=O)c1cnc(Nc2ccccc2Cl)s1
  i	i	6.4
COc1ccc2ccc3c(c2c1)N=C[C@]1(O3)N(C)c2ccccc2C1(C)C
  i	i	0.9
COCCn1ccc2c(OCC(=O)NCc3ccc(C)cc3)cccc2c1=O
  i	i	-0.8
O=C(C[n+]1ccccc1)Nc1ccccc1
  i	i	-0.6
NC(=O)C1CCN(C(=S)c2ccc(-c3ccc(Br)cc3)o2)CC1
  i	i	17.2
CCCSc1nc2sc3c(c2c(=O)[nH]1)CC(C)(CC)OC3 (stereo not given)
  i	i	-0.4
COc1ccc(/C=C/C(=O)Nc2cc(C(F)(F)F)ccc2Cl)cc1
  i	i	-1.9
CCOC(CCn1c(SCc2cccc([N+](=O)[O-])c2)nc2ccccc2c1=O)OCC
  i	i	-3.9
CCC(NC(=S)NC1CCCCC1)c1ccccc1 (stereo not given)
  i	i	-2.6
O=C1OC(/C(=C\Nc2ccccc2)[N+](=O)[O-])c2ccccc21 (stereo not given)
  i	i	-0.2
COc1cc(CC(=O)O)c(C(C)=O)cc1OC
  i	i	-0.8
O=C(NNC(=O)C1CCC(C(=O)NNC(=O)c2cccs2)CC1)c1cccs1 (stereo not given)
  i	i	-1.0
O=C(NN1CC(=O)N(c2cc(Cl)cc(Cl)c2)CC1=O)c1cccs1
  i	i	-1.2
COCCNC(=O)c1nc2c(nnn2Cc2cc(C)ccc2C)c(=O)[nH]1
  i	i	0.6
CCOc1cc(/C=C(\C#N)C(=O)Nc2ccccc2C(=O)O)ccc1OC(=O)c1ccc(C)cc1
  i	i	-2.1
O=[N+]([O-])c1cccc(/C=C/c2ccccn2)c1
  i	i	0.0
Cc1cccc(N2CCN(S(=O)(=O)c3c(C)noc3/C=C/N(C)C)CC2)c1C
  i	i	-1.2
COc1cc(CC(=O)Nc2ccc3nc(C)sc3c2)cc(OC)c1OC
  i	i	-1.3
COc1ccc2c(c1)c1ccccc1n2C
  i	i	-2.4
Cc1cc(=O)c(C(=O)O)cn1Nc1ccc(Cl)cc1
  i	i	0.2
CCc1nnc(NC(=O)CSc2nc(-c3ccccc3)cc(-c3ccc(F)cc3)c2C#N)s1
  i	i	-5.2

Following part
Value order – CHT allo act	CHT block	STK33 inh
O=C(Nc1cccc([N+](=O)[O-])c1)c1ccc2c(c1)C(=O)N(c1ccccn1)C2=O
  i	i	0.5
CCCCC1=CC2=CC(=O)C(C)(OC(=O)CC)C(=O)C2=CN1c1ccc(OC)cc1 (stereo not given)
  i	i	-0.3
COC1OC(CO)C(O)C(O)C1O (stereo not given)
  i	i	0.2
O=C(Oc1ccc(Cl)c2ccccc12)N1CCCCC1
  i	i	-0.4
O=C(NCc1nnc(SCC(=O)N2CCCCCC2)o1)c1ccc(F)cc1
  i	i	-0.1
COC(=O)C1=C(O)/C(=C\c2ccc(CNC(=O)C(=O)Nc3ccc(C)cc3)o2)N=C1C
  i	i	-0.1
COc1ccccc1N(C(=O)c1ccco1)C(C(=O)NC1CCCC1)c1cccs1 (stereo not given)
  11.1*	i	0.0
Cc1nc2cc(C(=O)O)ccc2n1-c1ccc(F)cc1F
  i	i	1.0
CC(/C=C/c1ccco1)=N/NC(=O)Cc1cccs1
  i	i	-0.6
CC(C)C[C@H]1CN=C(Nc2ccccc2)N1CCCCc1ccccc1
  i	i	0.0
CCC(CO)NC(=O)c1ccc(-c2nn(C)c(=O)c3ccccc23)cc1 (stereo not given)
  i	i	-0.1
CCc1ccc(NC(=O)c2sccc2-n2cccc2)cc1
  i	i	-1.0
COCP(=O)(c1ccccc1)c1ccccc1
  i	i	-1.1
O=C(NCc1nc2ccccc2[nH]1)c1ccc(Cl)c(S(=O)(=O)N2CCCC2)c1
  i	i	-0.7
O=c1c(-c2ccc(Br)cc2)[n+]([O-])c2ccccc2n1OCc1ccccc1
  i	i	-2.3
CC1=C(C(=O)Nc2ccccc2C(=O)N2CCCCC2)SCCO1
  i	i	-1.8
CCOC(=O)COc1ccc(-c2nnc(-c3ccccc3)o2)cc1
  i	i	0.1
CCn1c(C)c(CCC(=O)O)c(=O)n2nc(-c3ccccc3OC)cc12
  i	i	0.4
O=C(NNC(=O)c1sccc1-n1cccc1)c1cccc(Cl)c1
  i	i	0.8
COc1cc2ncnc(NCc3ccccc3Cl)c2cc1OC
  i	i	nt

The list goes on:
Value order – CHT allo act	CHT block	STK33 inh
C=CCNc1ccc(N2C(=O)C3CCC(C)CC3C2=O)cc1[N+](=O)[O-] (stereo not given)
  i	i	-0.8
CC(C)c1ccc(NC(=O)COC(=O)/C=C/c2cccc(Br)c2)cc1
  i	i	-3.2
Cc1ccc(C(NC(=O)N2CCCC2)C(Cl)Cl)cc1F (stereo not given)
  i	i	1.1
COC(=O)c1cn[nH]c1NC(=S)Nc1ccccc1C
  i	i	nt
COc1ccc(C(=O)NC(=S)NC2CCCCC2)cc1
  i	i	0.0
Cc1ccc2nc(SCC(=O)Nc3cc(C)on3)[nH]c2c1
  i	i	-0.1
Cc1cc(C)nc(N2CCCC(C(=O)Nc3nnc(C(C)(C)C)s3)C2)n1 (stereo not given)
  i	i	-2.6
CN(CCOc1ccc(Cl)cc1)c1ccc(S(=O)(=O)N2CCCCC2)cn1
  i	i	-0.5
CCc1ccccc1NC(=O)NNS(=O)(=O)c1cc(C)ccc1C
  i	i	-1.8
COc1ccc(CSc2nncn2C)cc1F
  i	i	-4.0
N/C(=N\OC(=O)Cc1ccc(Cl)cc1)c1ccncc1
  i	i	0.1
CCC1=[N+]([O-])C(C)(/C(C)=N\O)N(O)C1(C)C (stereo not given)
  i	i	-0.1
CCc1cc(-c2n[nH]c(C)c2-c2nc3ccccc3s2)c(O)cc1OCC(=O)NN
  i	i	3.8
CCc1ccccc1NNC(=O)c1cc(C)on1
  i	i	-2.2
Cc1cc(Cl)cc(Br)c1OCCCNCC(C)O (stereo not given)
  i	i	0.0
CC(=O)Nc1ccc(S(C)(=O)=O)c(C)c1
  i	i	-1.4
Cn1c(SCc2ccc(Br)cc2)nnc1-c1ccccn1
  i	i	-0.9
COc1ccccc1N1CCN(S(=O)(=O)c2ccc3c(c2)CC(C)N3C(C)=O)CC1 (stereo not given)
  i	i	2.9
COc1cc(C(=O)Nc2ccc(S(=O)(=O)N3CCOCC3)cc2)c([N+](=O)[O-])cc1OC
  i	i	-1.0
c1ccc(-c2nnsc2Sc2ccccn2)cc1
  i	i	-1.0

Remaining list, next part:
Value order – CHT allo act	CHT block	STK33 inh
CSc1ccc(S(=O)(=O)N2CCN(Cc3ccc4c(c3)OCO4)CC2)cc1
  i	i	-2.2
Cc1nn(-c2ccccn2)c2nc(-c3cccs3)cc(C(=O)NCc3ccco3)c12
  i	i	1.5
Cc1cc(Cl)ccc1OCC(=O)NNC(=O)C1CSC2(C)CCC(=O)N12 (stereo not given)
  i	i	-1.1
COc1ccc(Cc2nnc(N/N=C/c3ccc(O)cc3O)[nH]c2=O)cc1OC
  i	i	0.6
CCOC(=O)C1(Cc2cccc(OC)c2)CCN(Cc2ccon2)CC1
  i	i	-1.1
Cc1c(-n2cc(C(=O)c3cc(Cl)ccc3O)cc(C#N)c2=O)c(=O)n(-c2ccccc2)n1C
  i	i	-1.0
S=C(NC1CC1)NC1CCCc2ccccc21 (stereo not given)
  i	i	-1.2
O=C(COc1cccc(Cl)c1)N/N=C\c1cc2ccccc2nc1Cl
  i	i	-0.6
CCN1CCN(C(=O)c2cc3cc4ccc(OC)cc4nc3s2)CC1
  i	i	0.0
COc1cc(NC(=O)c2ccco2)c(C(=O)OCC(=O)c2c[nH]c3ccccc23)cc1OC
  i	i	-2.4
Cc1cc(Cl)ccc1OC(C)C(=O)NCCCCc1ccccc1 (stereo not given)
  i	i	-0.8
CCCCCn1c(CCC(=O)Oc2ccccc2OC)nc2c1c(=O)[nH]c(=O)n2CCCC
  i	i	0.7
CS(=O)(=O)N1CCC(C(=O)NCc2ccc(F)cc2Cl)CC1
  i	i	0.3
Cc1cc(C)cc(NC(=O)COC(=O)COc2cccc3c2OC(C)(C)C3)c1
  i	i	-2.1
c1ccc(-c2nnc(NC3=NCCC3)o2)cc1
  i	i	0.2
CN(/N=C/C=C/c1ccccc1)c1cc(=O)n(C)c(=O)[nH]1
  i	i	-0.7

Quoted at random: three records from the list
Value order – CHT allo act	CHT block	STK33 inh
S=C(NC1CC1)NC1CCCc2ccccc21 (stereo not given)
  i	i	-1.2
CN(/N=C/C=C/c1ccccc1)c1cc(=O)n(C)c(=O)[nH]1
  i	i	-0.7
CCN1CCN(C(=O)c2cc3cc4ccc(OC)cc4nc3s2)CC1
  i	i	0.0
